Mtb BioA inh – inhibitors of Mycobacterium tuberculosis BioA enzyme | purified M. tuberculosis BioA enzyme, plate reader | inhibition, % at 9.99 µM | 360,000 compounds, 0.096% hits; in the data active = inhibition above about 40%; inconclusive = no clear call, values can overlap the other calls
Mtb FBA inh – inhibits M. tuberculosis FBA enzyme. P9WQA3. purified M. tuberculosis FBA, fluorescence read-out. inhibition, % at 1 µM. 360,000 compounds, 2.3% hits. AID 588726; in the data active = inhibition above about 27%;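 also: 0% = vehicle and 100% = reference inhibitor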
Target sequence (P9WQA3 whole entry, looked up): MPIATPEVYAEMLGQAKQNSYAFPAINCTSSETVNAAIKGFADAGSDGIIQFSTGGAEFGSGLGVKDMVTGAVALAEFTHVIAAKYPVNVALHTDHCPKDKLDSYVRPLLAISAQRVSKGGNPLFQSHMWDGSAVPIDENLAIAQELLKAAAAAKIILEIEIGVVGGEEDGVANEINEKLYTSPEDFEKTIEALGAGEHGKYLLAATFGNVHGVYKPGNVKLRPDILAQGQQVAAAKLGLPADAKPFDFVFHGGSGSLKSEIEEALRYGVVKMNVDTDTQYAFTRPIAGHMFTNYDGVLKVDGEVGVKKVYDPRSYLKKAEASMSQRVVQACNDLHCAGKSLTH
BoNT A protease – blocks Botulinum neurotoxin A light chain protease; inhibition, % at 10 µM; AID 588499; 360,000 compounds, 0.17% hits; multiplex microsphere protease substrate cleavage, flow cytometry; in the data active = inhibition above about 30%; inconclusive = no clear call, values can overlap the other calls; also: plate controls were buffer without enzyme for full effect and enzyme alone for no effect
UGM FP inh – inhibitors of M. tuberculosis UDP-galactopyranose mutase; purified UGM, fluorescence polarization probe displacement; inhibition, % at 10 µM; 320,000 compounds, 0.06% hits; AID 504406; in the data active = inhibition above about 10%, passing the limit was not always enough; inconclusive = no clear call, values can overlap the other calls
Target sequence (P9WIQ1 whole entry, looked up): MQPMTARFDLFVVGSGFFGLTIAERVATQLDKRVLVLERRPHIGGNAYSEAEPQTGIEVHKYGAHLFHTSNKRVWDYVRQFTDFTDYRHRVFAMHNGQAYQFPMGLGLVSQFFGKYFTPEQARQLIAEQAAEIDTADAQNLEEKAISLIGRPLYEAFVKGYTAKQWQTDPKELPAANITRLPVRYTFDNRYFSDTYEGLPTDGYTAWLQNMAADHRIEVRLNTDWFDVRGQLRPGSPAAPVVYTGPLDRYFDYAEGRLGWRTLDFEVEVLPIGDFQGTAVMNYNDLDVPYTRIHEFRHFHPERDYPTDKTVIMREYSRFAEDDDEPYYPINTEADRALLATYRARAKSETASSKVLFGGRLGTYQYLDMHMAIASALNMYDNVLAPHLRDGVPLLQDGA
FadD28 FP inh – M. tuberculosis FadD28 bisubstrate binding inhibition; FadD28 bisubstrate probe binding, fluorescence polarization; inhibition, % at 12.5 µM; 360,000 compounds, 0.22% hits; AID 588549; in the data active = inhibition above about 8.5%, passing the limit was not always enough; inconclusive = no clear call, values can overlap the other calls
PrPC TRFRET – reduces human prion protein on the cell surface; 370,000 compounds, 0.43% hits; inhibition, % at 13.8 µM; cell surface PrPC, TR-FRET read-out; in the data active = inhibition above about 24%; also: 0% = median of the test wells and 100% = reference compound wells
BoNT-F LC inh – inhibitors of Botulinum neurotoxin F light chain protease; Multiplex microsphere protease cleavage assay, flow cytometry; inhibition, % at 10 µM; 360,000 compounds, 0.22% hits; AID 588497; in the data active = inhibition above about 35%, passing the limit was not always enough; inconclusive = no clear call, values can overlap the other calls; also: plate controls were buffer without enzyme for full effect and enzyme alone for no effect
GDH-TPI counter – GDH-TPI coupled enzyme inhibition counter-screen. GDH-TPI coupled enzyme counterscreen, NADH absorbance. inhibition, % at 4.8 µM. 360,000 compounds, 1.2% hits. AID 588335;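 also: 0% = DMSO wells and 100% = wells lacking the enzyme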
CCHF vOTU inh – blocks the CCHF virus ovarian tumor domain protease; CCHFV vOTU protease, Pep-AMC fluorescence; inhibition, % at 11.5 µM; 370,000 compounds, 0.55% hits; also: 0% = vehicle wells with enzyme and 100% = no enzyme wells
An asterisk follows results filed as active; & = joins results of further samples. Rule as the data show it, unless noted: active = inhibition above about 30%; inactive = the rest.

What do the screens show for `NC(=O)c1nc2c([nH]c1=O)CCCC2`?
Mtb BioA inh: -1.9; Mtb FBA inh: -1; BoNT A protease: 0.0; FadD28 FP inh: -1.7; PrPC TRFRET: -10; BoNT-F LC inh: -4; GDH-TPI counter: 11; CCHF vOTU inh: -17

How did N/C(=N\OC(=O)CSc1ccccc1)c1ccncc1 do in these assays?
Mtb BioA inh: 0.4; Mtb FBA inh: -1; BoNT A protease: -0.2; UGM FP inh: 0.8; FadD28 FP inh: -1.4; PrPC TRFRET: 2; BoNT-F LC inh: 14; GDH-TPI counter: -1; CCHF vOTU inh: -6

What do the screens show for `CCN(CC)S(=O)(=O)N1CCC(C(=O)NC2CCCc3ccccc32)CC1` (configuration not stated)?
Mtb FBA inh: 1; BoNT A protease: 4.6; UGM FP inh: -0.7; FadD28 FP inh: 0.0; PrPC TRFRET: -3; BoNT-F LC inh: 6; GDH-TPI counter: 5; CCHF vOTU inh: -12

Results for O=C(Nc1ccnn1C1CCN(C/C=C/c2ccccc2)CC1)c1ccccc1 ?
Mtb BioA inh: -0.1; Mtb FBA inh: 2; BoNT A protease: -0.1; UGM FP inh: -6.7; FadD28 FP inh: -2.0; PrPC TRFRET: -7; BoNT-F LC inh: 0; GDH-TPI counter: -5; CCHF vOTU inh: 0

Results for COc1ccc(NC(=O)Nc2ccccc2C(=O)N2CCCC2)cc1 ?
Mtb FBA inh: 1; BoNT A protease: -0.7; UGM FP inh: 2.7; FadD28 FP inh: -1.7; PrPC TRFRET: 4; BoNT-F LC inh: -7; GDH-TPI counter: -3; CCHF vOTU inh: -7

Results for Cc1cc(=O)[nH]c(Nc2cccc(Cl)c2C)n1 ?
Mtb BioA inh: -1.0; Mtb FBA inh: 22; BoNT A protease: 0.4; UGM FP inh: -2.5; FadD28 FP inh: -2.1; PrPC TRFRET: 0; BoNT-F LC inh: 15; GDH-TPI counter: 3; CCHF vOTU inh: -13

What do the screens show for `CNC(=O)c1ccc(-c2sc3nc(N4CCOCC4)c4c(c3c2N)CC(C)(C)OC4)o1`?
Mtb BioA inh: 0.9; Mtb FBA inh: 41*; BoNT A protease: 1.3; UGM FP inh: 1.9; FadD28 FP inh: -2.8; PrPC TRFRET: -10; BoNT-F LC inh: -18; GDH-TPI counter: 24; CCHF vOTU inh: -10

How did O=C1c2ccccc2NC(c2cccc([N+](=O)[O-])c2)N1O (configuration not stated) do in these assays?
Mtb BioA inh: 1.9; Mtb FBA inh: -6; BoNT A protease: 1.1; UGM FP inh: 0.4; FadD28 FP inh: -4.1; PrPC TRFRET: 0; BoNT-F LC inh: -18; GDH-TPI counter: 4; CCHF vOTU inh: -8

What do the screens show for `CC[C@H]1CC2CN3CCc4c([nH]c5ccccc45)C(C(=O)OC)(C2)C13` (some centres not stated)?
Mtb BioA inh: 0.1; Mtb FBA inh: 0; BoNT A protease: -2.1; UGM FP inh: 1.2; FadD28 FP inh: -0.7; BoNT-F LC inh: -6; GDH-TPI counter: 5

How did CCC1Nc2ncnc(N3CCOCC3)c2N(Cc2ccc(Br)cc2)C1=O (configuration not stated) do in these assays?
Mtb BioA inh: 6.7&2.4; Mtb FBA inh: 4&0; BoNT A protease: 0.3&0.4; UGM FP inh: 4.1; FadD28 FP inh: -3.2&-4.0; PrPC TRFRET: 4&3; BoNT-F LC inh: 4&-7; GDH-TPI counter: 11; CCHF vOTU inh: -1&5

What do the screens show for `CCC(C)NC(=O)CSc1nc2ccccc2c(=O)n1Cc1ccc(OC)cc1` (configuration not stated)?
Mtb BioA inh: 0.3; Mtb FBA inh: 3; BoNT A protease: -0.4; UGM FP inh: 1.3; FadD28 FP inh: -3.5; PrPC TRFRET: 10; BoNT-F LC inh: -7; GDH-TPI counter: 10; CCHF vOTU inh: -6

How did CSc1nc2ccc(NC(=O)c3ccc(Cl)s3)cc2s1 do in these assays?
Mtb BioA inh: -1.9; Mtb FBA inh: -3; BoNT A protease: -0.2; UGM FP inh: 3.9; FadD28 FP inh: -3.5; PrPC TRFRET: 8; BoNT-F LC inh: -3; GDH-TPI counter: -4; CCHF vOTU inh: 10

How did O=C(Nc1ccc(S(=O)(=O)N2CCOCC2)cc1)c1c(F)cccc1F do in these assays?
Mtb BioA inh: 0.3; Mtb FBA inh: -1; BoNT A protease: 0.4; UGM FP inh: 1.4; FadD28 FP inh: -5.5; PrPC TRFRET: -5; BoNT-F LC inh: -6; GDH-TPI counter: -13; CCHF vOTU inh: 4

Results for COc1ccccc1-c1n[nH]c2c1[C@H](C)CC[C@H]2C(C)C ?
Mtb BioA inh: 2.8; Mtb FBA inh: -1; BoNT A protease: -0.6; UGM FP inh: -2.0; FadD28 FP inh: -3.0; PrPC TRFRET: 5; BoNT-F LC inh: -10; GDH-TPI counter: 16; CCHF vOTU inh: 3

What do the screens show for `COc1ccc(/C=C/c2ccncc2)c2ccccc12`?
Mtb BioA inh: -2.9; Mtb FBA inh: 1; BoNT A protease: 0.0; UGM FP inh: 1.7; FadD28 FP inh: -0.1; BoNT-F LC inh: 0; GDH-TPI counter: 15

How did COc1cccc(OCC(=O)N(C)Cc2nc(-c3cccc(C)c3)no2)c1 do in these assays?
Mtb BioA inh: -0.2; Mtb FBA inh: 17; BoNT A protease: 0.4; UGM FP inh: 2.0; FadD28 FP inh: -2.2; PrPC TRFRET: 11; BoNT-F LC inh: 7; GDH-TPI counter: 5; CCHF vOTU inh: 1

What do the screens show for `COc1ccc(CC(=O)OCCN(C)C)cc1`?
Mtb BioA inh: 2.7; Mtb FBA inh: 2; BoNT A protease: -0.8; UGM FP inh: 1.0; FadD28 FP inh: -0.6; PrPC TRFRET: -4; BoNT-F LC inh: -14; GDH-TPI counter: -2; CCHF vOTU inh: 1

What do the screens show for `Cc1ccn2c(=O)cc(C)nc2c1`?
Mtb FBA inh: 11; BoNT A protease: 0.1; UGM FP inh: 3.9; FadD28 FP inh: -0.6; PrPC TRFRET: 6; BoNT-F LC inh: 0; GDH-TPI counter: 5; CCHF vOTU inh: -17

Results for CCC(c1nnnn1-c1ccc2c(c1)OCCO2)N1CCN(c2ccc(OC)cc2)CC1 (configuration not stated) ?
BoNT A protease: -0.8; PrPC TRFRET: -4; BoNT-F LC inh: 7; CCHF vOTU inh: 7

How did CCOC(=O)C1(CCc2ccccc2)CCN(C(=O)CCn2cnnn2)CC1 do in these assays?
Mtb FBA inh: 4; BoNT A protease: -1.1; UGM FP inh: 1.1; FadD28 FP inh: -1.1; PrPC TRFRET: -5; BoNT-F LC inh: -2; GDH-TPI counter: 5; CCHF vOTU inh: 15

What do the screens show for `Cc1ccc2c(C)[nH]c(=O)cc2c1`?
Mtb BioA inh: 0.8; Mtb FBA inh: 2; BoNT A protease: -0.3; UGM FP inh: 0.4; FadD28 FP inh: -3.1; PrPC TRFRET: 4; BoNT-F LC inh: -6; GDH-TPI counter: 1; CCHF vOTU inh: 3

Results for CCCCNC(=O)C[C@@H]1C[C@@]2(C(=O)OCC)CCC=C2N(Cc2ccco2)C1=O ?
BoNT A protease: 0.2; PrPC TRFRET: 1; BoNT-F LC inh: -3; CCHF vOTU inh: 5

Results for CCc1nc2c(OCC(=O)N3CCOCC3)cccn2c1N(C=O)Cc1ccccc1 ?
Mtb BioA inh: 8.1; Mtb FBA inh: 3; BoNT A protease: -0.4; FadD28 FP inh: -0.8; PrPC TRFRET: 2; BoNT-F LC inh: -5; GDH-TPI counter: -5; CCHF vOTU inh: -4

How did C/C(=N/OC(=O)c1c(F)cccc1F)c1nccs1 do in these assays?
Mtb BioA inh: -0.4; Mtb FBA inh: 1; BoNT A protease: 1.1; UGM FP inh: -1.4; FadD28 FP inh: -2.9; PrPC TRFRET: -6; BoNT-F LC inh: 1; GDH-TPI counter: -1; CCHF vOTU inh: -1

Results for COc1ccc(NC(=O)CCCNC(=O)c2ccc(Cl)cc2)c(OC)c1 ?
Mtb BioA inh: -1.2; Mtb FBA inh: 1; BoNT A protease: 1.8; UGM FP inh: 2.3; PrPC TRFRET: 5; BoNT-F LC inh: 10; GDH-TPI counter: -7; CCHF vOTU inh: 2

How did CCN(CC)C(=O)C(C)N1c2cccc3cccc(c23)S1(=O)=O (configuration not stated) do in these assays?
Mtb BioA inh: 0.6; Mtb FBA inh: 0; BoNT A protease: 0.5; FadD28 FP inh: -2.6; PrPC TRFRET: 4; BoNT-F LC inh: -5; GDH-TPI counter: 10; CCHF vOTU inh: 10

Results for CCN(CC)S(=O)(=O)c1cc(C(=O)Nc2cc(C)on2)c(Cl)cc1Cl ?
Mtb BioA inh: 0.7; Mtb FBA inh: 1; BoNT A protease: -1.5; UGM FP inh: -2.6; FadD28 FP inh: -0.2; PrPC TRFRET: 4; BoNT-F LC inh: 4; GDH-TPI counter: -3; CCHF vOTU inh: -2

What do the screens show for `COc1ccc(/C=C(\NC(=O)c2ccccc2)C(=O)NCCC(=O)O)cc1`?
Mtb FBA inh: -1; BoNT A protease: -0.7; UGM FP inh: 1.8; FadD28 FP inh: 0.7; PrPC TRFRET: -8; BoNT-F LC inh: -1; GDH-TPI counter: 7; CCHF vOTU inh: 8

How did O=C(O)/C=C/C(=O)Nc1ccc(OCc2ccccc2)cc1 do in these assays?
Mtb FBA inh: -3; BoNT A protease: inconclusive; UGM FP inh: -0.1; FadD28 FP inh: -0.7; PrPC TRFRET: 7; BoNT-F LC inh: inconclusive; GDH-TPI counter: -2; CCHF vOTU inh: 2

How did CCOC(=O)c1c(C)n(CC(O)CN2CCOCC2)c2cc(Br)c(OC)cc12 (configuration not stated) do in these assays?
Mtb FBA inh: 0; BoNT A protease: -1.2; UGM FP inh: -0.7; FadD28 FP inh: -4.1; PrPC TRFRET: 0; BoNT-F LC inh: -5; GDH-TPI counter: 1; CCHF vOTU inh: 16

What do the screens show for `Cc1ccc(-n2c(=O)cc(N3CCC(C)CC3)[nH]c2=O)cc1`?
Mtb BioA inh: -0.7; Mtb FBA inh: 2; BoNT A protease: -0.6; UGM FP inh: -0.5; FadD28 FP inh: 0.0; PrPC TRFRET: 5; BoNT-F LC inh: 4; GDH-TPI counter: 6; CCHF vOTU inh: 0

How did N#Cc1ccc(-c2ccco2)nc1SCC(=O)c1ccc(Cl)cc1 do in these assays?
Mtb BioA inh: -2.4; Mtb FBA inh: -7; BoNT A protease: 55*; UGM FP inh: -0.1; FadD28 FP inh: -2.7; PrPC TRFRET: 0; BoNT-F LC inh: inconclusive; GDH-TPI counter: 7; CCHF vOTU inh: 5

How did C/C(CC(=O)Nc1ccc2c(c1)OCO2)=N\NC(=O)c1ccccc1N do in these assays?
Mtb BioA inh: 2.3; Mtb FBA inh: 6; UGM FP inh: 0.7; FadD28 FP inh: 0.4; PrPC TRFRET: 16; GDH-TPI counter: 1; CCHF vOTU inh: 3

How did C=CCNc1c2c(nc3ncnn13)CC(C)CC2 (configuration not stated) do in these assays?
Mtb BioA inh: 2.3; Mtb FBA inh: -2; BoNT A protease: -1.5; UGM FP inh: -0.3; FadD28 FP inh: -1.8; PrPC TRFRET: 4; BoNT-F LC inh: -8; GDH-TPI counter: -4; CCHF vOTU inh: -10

How did Cc1ccc(C)c(NC(=O)C(c2ccccc2)N2CCOCC2)c1 (configuration not stated) do in these assays?
Mtb FBA inh: -2; BoNT A protease: -0.6; UGM FP inh: 2.0; FadD28 FP inh: 0.7; PrPC TRFRET: 4; BoNT-F LC inh: -2; GDH-TPI counter: 5; CCHF vOTU inh: -1

3 structures out of the list, sorted by molecular weight, falling.
Results for CCN(CC)S(=O)(=O)c1cc(C(=O)Nc2cc(C)on2)c(Cl)cc1Cl ?
Mtb BioA inh: 0.7; Mtb FBA inh: 1; BoNT A protease: -1.5; UGM FP inh: -2.6; FadD28 FP inh: -0.2; PrPC TRFRET: 4; BoNT-F LC inh: 4; GDH-TPI counter: -3; CCHF vOTU inh: -2

Results for CCCCNC(=O)C[C@@H]1C[C@@]2(C(=O)OCC)CCC=C2N(Cc2ccco2)C1=O ?
BoNT A protease: 0.2; PrPC TRFRET: 1; BoNT-F LC inh: -3; CCHF vOTU inh: 5

How did C=CCNc1c2c(nc3ncnn13)CC(C)CC2 (configuration not stated) do in these assays?
Mtb BioA inh: 2.3; Mtb FBA inh: -2; BoNT A protease: -1.5; UGM FP inh: -0.3; FadD28 FP inh: -1.8; PrPC TRFRET: 4; BoNT-F LC inh: -8; GDH-TPI counter: -4; CCHF vOTU inh: -10

Compound activity deposited in PubChem BioAssay by several laboratories.
